Bioassay records as filed in PubChem BioAssay.
JMJD2C inh – inhibitors of GASC-1 histone demethylase, primary screen, biochemical, fluorescence, DELFIA europium | Lysine-specific demethylase 4C (Homo sapiens), Q9H3R0 | GST-JMJD2C(1-420) H3K9me3 demethylation | inhibition, % at 2.35 µM | hit rate 0.069% among 330,000;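 active = more than half of a compound's replicate wells show inhibition beyond 50%, single wells judged on their own value; inconclusive = some, but no more than half, of replicates pass 50% inhibition; inactive = no replicate passes 50% inhibition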;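 note: signal counts dimethyl H3K9 product captured on neutravidin plate; 0% = median of DMSO wells and 100% = 0.3 times that DMSO median; strong numbers were not always called active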
HCV core dimer – inhibitors of HCV core protein dimerization, primary screen, biochemical, TR-FRET, high-throughput; hit rate 0.33% among 300,000; inhibition, % at 5 µM; TR-FRET GST/Flag-core106 dimerization, 1536-well;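 active = inhibition above the mean of all tested compounds plus 3 SD, set per screening campaign, cut at about 45% in these data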
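Material: GST/Flag-tagged HCV core106 proteins. Incubation: 4 h, 22.5 °C incubation. Read-out basis: inhibition (%) from 671 over 617 nm ratio. Measured by: TR-FRET, excitation 340 nm, emission 617 and 671 nm.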
Yeast superoxide – reduction of superoxide in aged yeast, primary screen, HTS; S. cerevisiae aged cells, superoxide DHE fluorescence; hits give low values; superoxide response (% of plate mean), % at 10 µM; hit rate 0.18% among 330,000;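 active = superoxide response under a set limit, about three screen SD below normal, cut at about 65% in these data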;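 note: yeast aged for seven days with compound at 30 °C before DHE staining; 100% = average MFI of all compound-treated wells on the plate with controls excluded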
PP1 inh – PP1-alpha phosphatase inhibitors, primary screen, counter-screen for PP5 inhibitor project, biochemical, fluorescence, OMFP substrate, single point; purified PP1alpha; inhibition, % at 6.7 µM; hit rate 0.9% among 320,000; AID 2235, 2010;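 active = inhibition above the mean inhibition of all tested compounds plus 3 SD, computed separately for each screening campaign, cut at about 15% in these data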
Target sequence (P62136 whole entry, looked up): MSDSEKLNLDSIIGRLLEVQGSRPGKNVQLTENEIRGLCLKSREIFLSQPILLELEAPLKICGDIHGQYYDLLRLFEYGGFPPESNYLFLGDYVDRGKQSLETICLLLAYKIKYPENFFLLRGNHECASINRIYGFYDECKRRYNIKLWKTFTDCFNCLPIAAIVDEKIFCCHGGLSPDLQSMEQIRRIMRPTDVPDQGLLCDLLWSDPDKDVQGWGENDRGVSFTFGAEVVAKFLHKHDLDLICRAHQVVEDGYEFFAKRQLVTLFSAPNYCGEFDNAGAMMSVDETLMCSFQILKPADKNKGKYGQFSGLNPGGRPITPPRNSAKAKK
CTSL1 counter – Fasciola hepatica cathepsin L1 inhibitors, primary screen, counter-screen for PFM18AAP inhibitor project, biochemical, QFRET, fluorogenic peptide substrate. recombinant F. hepatica cathepsin L1, Z-Leu-Arg-MCA fluorescence. inhibition, % at 5.96 µM. hit rate 0.49% among 300,000. AID 1906, 2009;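 active = inhibition above the mean of all tested compounds plus 3 SD, set per screening campaign, cut at about 17% in these data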;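 note: 0% = plate median of test compound wells and 100% = 1 µM Z-Phe-Ala-diazomethylketone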
TPT1 inh – Candida albicans TPT1 enzyme inhibitors, primary screen, biochemical, fluorescence polarization; tRNA 2'-phosphotransferase TPT1 (Candida albicans SC5314); recombinant caTPT1, FP RNA substrate dephosphorylation; AID 1962, 2009; inhibition, % at 5 µM; hit rate 0.81% among 300,000;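 active = inhibition above the mean of all tested compounds plus 3 SD, set per screening campaign, cut at about 24% in these data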;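 note: plate controls were DMSO alone for no effect and ferristatin control at 100 nM for full effect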
ZTA DNA inh – counter-screen for EBNA-1 inhibitors: inhibitors of Epstein-Barr virus ZTA | inhibition, % at 11 µM | ZTA-DNA binding, fluorescence polarization | hit rate 0.15% among 320,000; in the data active = inhibition above about 33%
Target sequence (P03206 whole entry, looked up): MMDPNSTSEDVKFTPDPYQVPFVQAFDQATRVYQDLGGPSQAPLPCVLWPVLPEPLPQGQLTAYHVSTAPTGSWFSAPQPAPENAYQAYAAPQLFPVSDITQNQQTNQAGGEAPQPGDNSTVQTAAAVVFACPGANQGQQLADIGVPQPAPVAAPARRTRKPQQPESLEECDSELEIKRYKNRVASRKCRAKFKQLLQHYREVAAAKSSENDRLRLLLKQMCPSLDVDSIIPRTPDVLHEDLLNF
PP5 primary – PP5 phosphatase inhibitors, primary screen, biochemical, fluorescence; Serine/threonine-protein phosphatase 5 (Homo sapiens), P53041; purified PP5c, OMFP substrate fluorescence; inhibition, % at 6.7 µM; hit rate 0.18% among 320,000; AID 1987, 2009;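 active = inhibition above the campaign's mean inhibition across all tested compounds plus 3 SD, cut at about 9.5% in these data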;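 note: 0% = DMSO only and 100% = 100 µM cantharidin control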
Target sequence (P53041 whole entry, looked up): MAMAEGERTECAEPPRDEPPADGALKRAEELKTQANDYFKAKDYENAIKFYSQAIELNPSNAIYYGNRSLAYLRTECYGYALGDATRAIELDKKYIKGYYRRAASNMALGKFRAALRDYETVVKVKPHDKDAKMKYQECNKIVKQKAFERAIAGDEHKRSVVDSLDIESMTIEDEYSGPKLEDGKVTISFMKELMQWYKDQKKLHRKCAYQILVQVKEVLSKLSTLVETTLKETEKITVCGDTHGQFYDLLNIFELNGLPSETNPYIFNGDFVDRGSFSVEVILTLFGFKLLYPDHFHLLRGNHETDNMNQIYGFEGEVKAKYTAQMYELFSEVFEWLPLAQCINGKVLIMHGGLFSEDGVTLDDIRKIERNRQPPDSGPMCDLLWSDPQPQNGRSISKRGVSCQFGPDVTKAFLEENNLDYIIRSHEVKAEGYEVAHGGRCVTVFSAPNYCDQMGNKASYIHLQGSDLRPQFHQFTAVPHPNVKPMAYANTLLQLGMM
EBNA-1 inhibitor – EBNA-1 DNA-binding inhibitors, primary screen, biochemical, fluorescence polarization | inhibition, % at 14.8 µM | hit rate 0.34% among 300,000; in the data active = inhibition above about 28%
* = called active by the depositor; ? = inconclusive; . = not tested or not shown; & = joins results of further samples.

SMILES	JMJD2C inh	HCV core dimer	Yeast superoxide	PP1 inh	CTSL1 counter	TPT1 inh	ZTA DNA inh	PP5 primary	EBNA-1 inhibitor
O=c1c2ccccc2nnn1Cc1ccc2ccccc2c1	-12.0	1.9	89.9	-1.0	1.5	-1.4	9.2	0.6	-4.1
Cn1nc(C(=O)NC2CCCCC2)c2c1-c1ccccc1S(=O)(=O)C2	2.8	-1.1	108.2	4.3	-2.0	-6.2	3.0	1.7	-7.4
CN(C)S(=O)(=O)c1ccc(N2CCOCC2)nc1	-33.0	-4.0	111.2	-5.1	-4.5	1.9	-0.8	0.9	-4.0
Cc1cccc(C(=O)Nc2nnc(SCC(=O)NCc3ccco3)s2)c1	1.3	-12.8	92.5	-0.8	0.8	-1.7	10.5	1.4	3.3
CN1CCN(C(=O)CCNC(=O)Cn2ccc3ccccc3c2=O)CC1	1.4	-2.2	101.0	-7.4	-4.8	-0.3	-10.8	1.7	-10.0
CCOc1ccc(NC(=O)Cn2c(=O)oc3cc(Cl)ccc32)cc1	3.8	1.6	86.5	0.5	-2.2	-2.3	-15.2	3.5	5.9
Cc1csc(NC(=O)c2nc3nccc(C)n3n2)n1	3.7	-7.4	104.6	-4.0	-0.7	-1.6	-7.3	-3.0	-21.9
CCn1c(SCC(N)=O)nnc1C(C)C	-1.3	-0.9	91.3	-5.5	2.6	-4.7	8.6	-1.1	4.7
Cc1ccc(Nc2cc(=O)n(C3CCCCC3)c(=O)[nH]2)cc1C	2.8	-0.1	85.2	0.6	1.3	3.3	-2.0	4.1	-1.9
COC(=O)c1ccc(N2CCN(C)CC2)c(NC(=O)COc2ccc(C)cc2)c1	0.7	8.5	97.9	-7.2	-3.5	0.5	18.8	2.8	-2.8
CN(CCCNC(=O)c1cn(C)c2ccc(S(=O)(=O)N(C)C)cc2c1=O)c1ccccc1	5.4&-1.9	-3.3	104.8	-1.5	1.1	-0.6	-7.0	1.6	6.8
Cc1ccc(NC(=O)COC(=O)C2COc3ccccc3O2)cc1S(=O)(=O)N1CCOCC1 (stereo not drawn)	-9.8	-2.6	98.6	0.5	-8.9	-1.3	16.7	-1.4	2.9
COc1ccccc1NC(=O)CSc1nc2ccccc2n1C(C)=O	?	-1.7	70.6	1.4	-2.9	-2.5	-15.3	1.0	7.2
N#Cc1ccccc1NC(=O)CSc1ccc([N+](=O)[O-])cn1	-2.9	1.6	100.7	-4.1	1.2	-1.3	9.6	1.2	0.7
O=[N+]([O-])c1cc(C(F)(F)F)ccc1Cl	4.0	.	117.7	-1.9	.	.	-5.6	0.2	.
Cc1cc(-c2csc(NC(=O)c3ccc(=O)[nH]c3)n2)c(C)n1Cc1ccco1	16.2	48.8*	101.7	44.7*	-3.5	8.1	-14.3	0.9	-0.9
CCOc1ccccc1OCCN1CCCC1	3.2	-5.6	96.1	-3.3	-2.8	-3.2	-1.4	2.1	-3.5
CCCc1cc(=O)[nH]c(-n2[nH]c3c(c2=O)CCCC3)n1	-7.6	-16.1	119.7	1.7	-3.1	17.4	-12.5	-1.4	-7.0
COc1ccccc1C1C(C(N)=O)=C(C)Nc2nc(-c3ccccc3Cl)nn21 (stereo not drawn)	-1.9	-2.6	100.2	0.0	2.8	4.5	24.0	-1.8	5.3
CC/C(=C\C1CCCCC1)C(NP(=O)(c1ccccc1)c1ccccc1)c1ccccc1 (stereo not drawn)	-1.5	-0.7	.	8.8	4.7	-3.6	-3.3	5.3	5.2
Cc1nc2nc[nH]n2c(=O)c1NC(=O)c1c(-c2ccccc2Cl)noc1C	-9.2	-5.8	101.3	-3.6	-2.2	0.1	18.8	1.0	-3.5
CC(=O)Nc1ccc(N(C(=O)c2ccccn2)C(C(=O)NC2CCCCC2)c2ccc(F)cc2)cc1 (stereo not drawn)	-0.5	-5.0	96.2	1.2	-0.6	-0.7	-3.0	1.1	-3.9
C/C(CC(=O)NCc1ccc(Cl)cc1)=N\NC(=O)c1ccccc1F	0.9	6.7	82.9	2.2	-3.8	-1.1	10.3	3.0	-1.4
C=CCOc1cccc(C(=O)N2CCCC(Nc3ccc4c(c3)OCCO4)C2)c1 (stereo not drawn)	1.4	-2.7	110.5	-0.8	-3.9	-2.4	-3.3	2.3	-3.0
COc1cc(OC)cc(-c2nnc(SCc3ccc(C(=O)O)cc3)o2)c1	2.9	16.9	93.7	-0.9	-3.4	-1.3	2.9	0.4	-0.7

Remaining list, next part
SMILES	JMJD2C inh	HCV core dimer	Yeast superoxide	PP1 inh	CTSL1 counter	TPT1 inh	ZTA DNA inh	PP5 primary	EBNA-1 inhibitor
Cc1ccc2sc(-c3ccc(NC(=O)CCN4C(=O)c5ccccc5C4=O)cc3)nc2c1	30.0	-4.8	106.2	1.7	-4.7	1.3	12.6	1.4	-5.7
CCOC(=O)c1[nH]c(C)c(C(=O)OCCN2C(=O)c3ccccc3C2=O)c1C	-10.9	-4.1	87.2	1.2	-1.8	-2.9	-26.4	2.1	-15.6
CN(CC(=O)Nc1ccc(F)c(F)c1F)C(=O)C1CCCC1	.	.	112.8	-3.8	.	.	6.9	-2.2	.
Cc1cc2cc(CCNS(=O)(=O)c3ccc(F)cc3)c(=O)[nH]c2cc1C	22.4	-8.5	88.4	6.4	2.7	-2.8	-5.9	3.3	-5.0
COc1ccc(CN2CC(C(=O)NCCCN3CCCC(C)C3)CC2=O)cc1 (stereo not drawn)	-5.2	0.4	94.3	-4.2	-0.5	-1.2	2.8	-1.9	-4.7
COc1ccc(S(=O)(=O)N2CCOC2CNC(=O)C(=O)NCCc2ccccc2OC)cc1C (stereo not drawn)	-10.4	-1.1	105.2	3.1	-3.0	-1.9	4.7	1.2	4.0
Cc1ccc(-c2nc(CS(=O)(=O)CC(=O)NCCCN3CCN(C)CC3)c(C)o2)cc1	6.2	6.2	104.3	-1.6	3.7	2.6	7.6	-0.6	2.2
CC12CCC(=O)N1C(C(=O)Nc1ccc(F)c(F)c1F)CS2 (stereo not drawn)	5.2	-1.0	105.1	1.5	2.0	1.1	-0.2	-4.6	-2.6
CN(Cc1ccccc1)C(=O)c1cccnc1	-1.6	17.3	100.1	-0.9	-2.3	0.4	0.8	0.9	-0.3
CC(=O)Nc1ccc(NC(=O)C(C)Oc2ccccc2F)cc1 (stereo not drawn)	-1.1	-0.9	99.1	-2.1	0.6	-3.9	-11.5	-1.3	4.6
O=C(NC1CCSC1=O)c1ccccc1 (stereo not drawn)	-2.1	-3.5	85.2	-0.4	5.4	-3.8	-10.6	0.8	-7.8
CCOC(=O)c1cc2c(ccc3nc(C)c(C)c32)[nH]c1C	-7.5	-4.7	106.3	3.4	-2.8	-7.8	-0.8	3.7	5.0
O=C(Nc1ccccc1O)c1ccc([N+](=O)[O-])cc1	-6.1	-1.4	100.9	-3.3	4.0	-3.7	-5.6	0.3	1.1
COc1ccc(Oc2nc(SC)nc3ccccc23)cc1	-7.0	11.3	93.2	-1.0	-1.1	2.8	15.1	1.0	4.4
CN1C(=S)SC(/[N+]([O-])=C\c2cccs2)C1(C)C (stereo not drawn)	2.2	-8.8	101.3	-4.5	-0.5	-3.0	1.0	-2.0	1.4
N#Cc1ccc(CSc2ccc(S(=O)(=O)N3CCCC3)cn2)cc1	-1.9	.	122.0	3.6	.	.	-4.3	0.8	.
COc1ccc(C2CC(c3ccc(Br)cc3)Nc3nc(N)nn32)cc1 (stereo not drawn)	1.3	3.5	103.7	-0.2	1.6	-1.1	10.3	-2.5	3.1
COc1ccc(NC(=O)/C(C#N)=C/c2ccc(OCCN3CCOCC3)c(OC)c2)c(OC)c1	-3.2	-3.5	97.9	-1.4	0.3	-1.3	5.0	1.2	3.2
Cn1c(=O)c2c(ncn2CC(=O)OCC(=O)Nc2ccccc2Cl)n(C)c1=O	9.6	-5.3	101.6	-0.1	-1.8	-0.5	-1.6	-0.8	-2.2
COc1ccc(CCNS(=O)(=O)CCNC(=O)c2ccccc2)cc1	3.1	-6.8	87.1	-3.1	-6.4	-1.5	-18.3	0.5	-5.9
Cc1ccc(OCC(=O)Nc2ccc(C)c(S(=O)(=O)N3CCCCCC3)c2)c([N+](=O)[O-])n1	-4.1	5.9	117.3	12.2	-1.1	-2.7	-17.9	3.7	-2.9
COc1ccc(OCCC(=O)NCc2ccccc2)cc1	-32.5	0.2	69.3	-5.4	-2.2	-0.6	-2.6	1.5	-23.5
O=C(C1CC(=O)N(c2ccc(F)cc2)C1)N1CCOCC1 (stereo not drawn)	-9.8	3.3	103.7	0.6	-1.4	0.1	8.5	1.1	-2.2
C[C@@H](CN=[N+]=[N-])CN1CC[C@H](NC(=O)OCc2ccccc2)CCC1=O	0.3	-9.3	94.8	1.4	-1.6	-3.5	0.6	0.8	16.7
CCCN1C(=O)C(NC(C)=O)c2ccccc21 (stereo not drawn)	-3.5	-0.9	101.7	-0.6	-0.3	1.6	19.0	-1.2	15.9

Next part.
SMILES	JMJD2C inh	HCV core dimer	Yeast superoxide	PP1 inh	CTSL1 counter	TPT1 inh	ZTA DNA inh	PP5 primary	EBNA-1 inhibitor
O=C(Nc1nccs1)c1ccc(NC(=O)C2CC=CCC2C(=O)O)cc1 (stereo not drawn)	11.0	14.7	112.4	-2.0	2.7	-2.2	10.9	2.5	5.5
CC1CC(C)CN(C(=O)CCCNC(=O)c2ccc(Cl)cc2)C1 (stereo not drawn)	38.8	-10.8	79.2	0.7	1.3	-5.0	-13.1	1.8	1.7
NS(=O)(=O)c1ccc(CNC(=O)c2ccc(Cl)c([N+](=O)[O-])c2)cc1	11.2	-2.5	100.7	0.2	-1.2	-2.7	-16.5	-1.1	-6.4
Cc1ccc(OCC(O)CNC2CCCC2)cc1C (stereo not drawn)	7.7	-1.7	88.4	-0.3	-0.5	-1.1	-5.4	-0.6	8.0
CC(=O)Nc1ccc(S(=O)(=O)NCC(=O)OCC(=O)NC23CC4CC(CC(C4)C2)C3)cc1	2.1	-7.4	105.9	-4.5	-11.7	0.5	1.3	2.5	-6.3
CCOC(=O)C1=C(O)C(=O)NC(c2ccccc2)=C(OCC)C1	-2.7	3.0	92.3	-0.9	0.6	-5.2	5.0	1.1	-1.6
O=C(COC(=O)CN1C(=O)c2ccccc2C1=O)NC1CCCC1	-2.5	8.2	117.7	-2.1	-12.7	2.0	3.7	-0.4	0.4
C/C(=N\NC(N)=S)c1cc(-c2ccccc2)c(-c2ccccc2)s1	5.4	-0.1	96.0	3.8	0.9	0.0	-19.1	3.7	-2.3
CCN(C(=O)c1cn(CC)c(=O)c2cc(OC)c(OC)cc12)c1ccccc1C	2.0	-2.9	101.3	-4.8	-1.1	1.1	-10.2	-1.1	-4.1
CCCCN1C(=O)C(O)(CC(=O)c2ccccc2OC)c2ccccc21 (stereo not drawn)	-32.9	-2.8	99.9	6.1	0.1	-7.0	-23.1	0.2	4.9
CN(c1ccc(OCC(=O)NC2CCCC2)cc1)S(=O)(=O)c1cccs1	-0.9	-0.7	95.3	-1.0	-0.1	-4.1	-13.7	4.0	0.0

Profiles, looked up by structure. Screens in order: JMJD2C inh	HCV core dimer	Yeast superoxide	PP1 inh	CTSL1 counter	TPT1 inh	ZTA DNA inh	PP5 primary	EBNA-1 inhibitor
`CC(=O)Nc1ccc(S(=O)(=O)NCC(=O)OCC(=O)NC23CC4CC(CC(C4)C2)C3)cc1` reads 2.1	-7.4	105.9	-4.5	-11.7	0.5	1.3	2.5	-6.3
`CC1CC(C)CN(C(=O)CCCNC(=O)c2ccc(Cl)cc2)C1` (stereo not drawn) reads 38.8	-10.8	79.2	0.7	1.3	-5.0	-13.1	1.8	1.7
